D2 ag: agonists of human D2 dopamine receptor | P14416 | HEK293 T-REx D2 cells, calcium flux agonist mode | activation, % at 2 µM | 0.53% of 340,000 active | AID 485358;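 active means activation over 3 SD above normal in the single-dose calcium agonist read, cut at about 30% in these data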; further: 0% is about no effect
Target sequence (P14416 whole entry, looked up): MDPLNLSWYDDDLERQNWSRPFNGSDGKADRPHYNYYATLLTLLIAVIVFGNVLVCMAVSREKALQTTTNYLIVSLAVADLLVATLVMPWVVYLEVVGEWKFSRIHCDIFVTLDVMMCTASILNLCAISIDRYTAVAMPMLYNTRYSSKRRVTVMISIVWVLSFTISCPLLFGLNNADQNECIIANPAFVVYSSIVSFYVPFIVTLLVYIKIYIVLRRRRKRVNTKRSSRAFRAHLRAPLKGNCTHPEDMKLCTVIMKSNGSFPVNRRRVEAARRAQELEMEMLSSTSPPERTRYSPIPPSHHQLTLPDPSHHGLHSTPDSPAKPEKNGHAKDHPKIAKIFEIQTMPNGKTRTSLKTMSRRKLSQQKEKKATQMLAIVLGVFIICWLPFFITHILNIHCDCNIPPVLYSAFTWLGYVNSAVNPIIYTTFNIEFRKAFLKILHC
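Agonism is scored from calcium flux in a force-coupled, inducible HEK293 cell line expressing D2, read kinetically for 180 s after compound addition against dopamine controls.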
D1 potentiator: potentiators of human D1 dopamine receptor. P21728. HEK293 TREx D1 cells, calcium flux, dopamine EC20 potentiation. potentiation, % at 10 µM. 0.036% of 360,000 active; in the data active means potentiation above about 30%; further: 0% is about no effect
D2 potentiator: D2 dopamine receptor (human) potentiation; HEK293 T-REx D2, calcium flux, EC20 dopamine potentiation; potentiation, % at 10 µM; P14416; AID 485347; 0.34% of 340,000 active;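 active means potentiation over 3 SD above the plate norm, cut at about 30% in these data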; further: 0% is about no effect
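Potentiation of an EC20 dopamine calcium response is measured in a force-coupled, tetracycline-inducible Hek293 Trex D2 line. Compound-only kinetic reads over 180 s flag agonists before dopamine addition.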
D2 antag: antagonists of human D2 dopamine receptor. HEK293 TREx D2 cells, calcium flux, dopamine EC80. P14416. inhibition, % at 10 µM. 2% of 340,000 active; in the data active means inhibition above about 30%; further: 0% is about no effect
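Dopamine at EC80 is the agonist stimulus; test compounds precede it by 180 s. Calcium flux read kinetically in a force-coupled, inducible HEK293 T-REx D2 cell line.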
D1 agonist: agonists of human D1 dopamine receptor | HEK293 T-REx D1 cells, calcium flux, agonist mode | activation, % at 2 µM | 1% of 360,000 active; further: 0% is about no effect
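Tetracycline-induced HEK293 TREx D1 cells, force-coupled to calcium signalling, were dye-loaded with a no-wash calcium kit. Compound was pin-added after a 10 s baseline. Fluorescence was read kinetically at 1 cycle/s for 180 s, with calcium rises flagged as agonism.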
TRHR enhancer: TRH receptor (human) allosteric enhancement | TRHR cells, fluo-8 calcium fluorescence, EC20 TRH enhancement | enhancement, % at 2 µM | 0.66% of 360,000 active; in the data active means enhancement above about 30%; further: 0% is about no effect
Target sequence (P34981 whole entry, looked up): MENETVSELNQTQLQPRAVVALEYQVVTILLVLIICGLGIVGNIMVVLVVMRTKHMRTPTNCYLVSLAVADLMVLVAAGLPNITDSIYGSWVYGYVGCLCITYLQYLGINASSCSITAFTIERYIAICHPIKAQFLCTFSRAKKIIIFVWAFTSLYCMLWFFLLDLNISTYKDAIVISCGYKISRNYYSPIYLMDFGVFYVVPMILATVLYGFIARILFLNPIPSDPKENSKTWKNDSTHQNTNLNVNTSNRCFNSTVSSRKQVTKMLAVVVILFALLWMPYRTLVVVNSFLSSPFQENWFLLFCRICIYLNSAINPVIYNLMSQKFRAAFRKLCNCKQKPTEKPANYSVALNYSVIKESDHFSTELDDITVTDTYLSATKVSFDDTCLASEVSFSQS
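TRHR-expressing cells loaded with fluo-8 calcium dye were read kinetically (ex 480/em 530) during compound addition, then stimulated with an EC20 of TRH (10 nM final). Enhancement of the Gq-mediated intracellular calcium response was scored.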
RXFP1 antagonist: blocks the human relaxin receptor RXFP1 | HEK293-RXFP1, relaxin-stimulated cAMP HTRF, 30 min; hits give low values | 0.59% of 350,000 active | Q9HBX9 | activity change, negative = inhibition, % at 57.5 µM;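 active means activity change of -60% or lower, but not beyond a set lower limit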; further: on the % scale 0 is the no-effect control and ±100 the full control effect
TRHR agonist: activates the human TRH receptor. TRHR cells, calcium flux fluo-8, FDSS agonist mode. AID 493084. 0.18% of 360,000 active. activation, % at 2 µM; further: 0% is about no effect
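Fluo-8-loaded TRHR cells; 10 s baseline, compound added, kinetic Ca2+ fluorescence read 1/s, agonist mode.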
D1 antag: blocks dopamine activation of the human D1 receptor; P21728; HEK293 TREx D1 cells, calcium flux, dopamine EC80; hits give low values; activity change, negative = inhibition, % at 10 µM; 3.2% of 360,000 active; AID 504652; in the data active means activity change below about -30%; further: on the % scale 0 is the no-effect control and ±100 the full control effect
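Using tetracycline-induced force-coupled D1 Hek293 cells and a calcium dye, signals were followed for 180 s after compound, then for 180 s after EC80 dopamine, to detect inhibitors.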
* marks the source's active call; other numbers are inactive results; · = no result given. Unless noted, no stated cut-off is given here; in the data, active means activation above about 30%; inactive means the rest.

No.	Molecule	D2 ag	D2 antag	D2 potentiator	D1 potentiator	RXFP1 antagonist	D1 antag	TRHR enhancer	D1 agonist	TRHR agonist
1	CCOC(=O)c1c(NC(=O)CN(C)C2CCN(C)CC2)sc(C(=O)Nc2ccccc2)c1C	1.4	7	2	-4	-2	8	1	4	0.7
2	COc1ccc(C(=O)CSc2nc(C)cc(=O)[nH]2)cc1	0.2	-10	8	-2	-3	-3	7	3	0.2
3	CC1C/C(=N/Nc2ccc([N+](=O)[O-])cc2[N+](=O)[O-])CC(C)(C)C1 (configuration not stated)	0.6	14	1	-8	-14	9	-2	0	0.9
4	CCCCNC(=O)C1=CC(c2ccc3c(c2)OCO3)=NS(=O)(=O)N1C	·	·	-6	0	-11	-2	7	4	0.2
5	COc1ccc(N=C2SC(CC(=O)Nc3ccc(F)cc3)C(=O)N2Cc2ccco2)cc1 (configuration not stated)	1.4	8	-2	-4	11	4	11	1	2.6
6	CCOC(=O)c1ccc(NC(=O)CSc2nc3cccnc3n2C)cc1	·	·	·	-4	5	1	6	5	-0.1
7	Cn1cc([N+](=O)[O-])c(C(=O)Nc2ccn(Cc3c(F)c(F)cc(F)c3F)n2)n1	-0.3	-19	-4	1	-1	·	2	2	0.9
8	O=C(CSc1nnc(-c2ccco2)n1Cc1ccco1)NCc1ccccc1	-0.2	-13	-3	-4	10	0	6	0	-0.4
9	CCOc1ccc(OC(=O)c2cn(-c3ccc(C)cc3)c(=O)c3ccccc23)cc1	1.2	·	8	4	-24	3	-11	1	0.7
10	CCCCNC(=O)CC1C(=O)N(Cc2ccccc2)C(C)c2nc3ccccc3n21 (configuration not stated)	0.5	8	-3	-8	4	-3	7	0	0.1
11	Cc1ccc(N2C(=O)N(CC(=O)Nc3ccc(F)c(F)c3)C(=O)C2C)cc1 (configuration not stated)	0.6	7	1	-6	6	-4	5	4	0.5
12	CCOC(=O)c1ccc(NC(=O)CN(c2ccc(C)cc2)S(=O)(=O)c2c(C)nn(C)c2C)cc1	3.7	6	-4	-6	6	11	-5	6	2.0
13	COc1ccc(N2CCN(C(=O)Cc3coc4ccc(C)cc34)CC2)cc1	-1.3	·	12	-1	-6	-68*	-4	1	-1.2
14	Cc1cccc(-c2nc(S(=O)(=O)c3ccc(F)cc3)c(N3CCN(c4ccccc4)CC3)o2)c1	·	·	5	-2	-5	0	-1	4	0.9
15	O=C1C(Cl)=C(NCC2CCCO2)C(=O)N1c1ccccc1 (configuration not stated)	-0.4	8	9	-2	13	1	0	1	-0.5
16	COc1cccc(CNC(=O)c2ccc(CSc3nc4ccncc4n3Cc3cccc(C)c3)cc2)c1	0.9	·	-9	-4	-14	-1	3	9	1.1
17	CCC/C(=N\NC(=O)Cc1csc(N2CCOCC2)n1)c1ccccc1	-0.3	19	0	-1	1	-1	-11	0	-0.2
18	Cn1ccnc1-c1ccc(-c2nccn2C)cc1	0.8	6	-2	3	6	4	3	1	0.1
19	CCSc1nnc(NC(=O)c2cccc3ccccc23)s1	1.2	15	-11	3	·	-14	-2	0	1.6
20	CCCCCN1C(C(=O)c2ccccc2)=C(NC(=O)c2ccccc2Cl)c2ccccc2S1(=O)=O	-0.3	·	2	0	8	5	17	1	0.4
21	COc1ccc(-c2[nH]ncc2CN(CCO)CC23CC4CC(CC(C4)C2)C3)c(OC)c1	0.8	18	-19	-5	-3	0	10	2	1.7
22	COC(=O)c1c(NC(=O)CSc2nnc(-c3ccco3)n2Cc2ccccc2)sc(C)c1C	-0.8	12	4	0	-2	9	-7	6	-0.8
23	COCc1c(C(=O)N2CCN(Cc3nc4ccccc4s3)CC2)oc2ccccc12	-0.2	25	-8	·	-8	-2	-2	9	-0.2
24	CN(CC(=O)NCCc1ccc(F)cc1)Cc1ccc(Br)cc1	-0.2	15	-2	·	-19	-2	-8	2	-1.0
25	Cc1ccc(-c2noc(-c3ccno3)n2)cc1	0.9	-3	-5	-6	-11	2	1	1	0.6
26	CCN1CCN(Cc2c(O)ccc3c2O/C(=C\C=C\c2ccccc2OC)C3=O)CC1	28	0	-11	1	-12	3	-5	112*	33*
27	CCOc1ccccc1NS(=O)(=O)c1cn(C)c(=O)n(C)c1=O	0.2	15	-25	6	17	2	2	0	0.5
28	Cc1ccc(Cn2c(-n3nc(C)cc3C)nc3c2c(=O)[nH]c(=O)n3C)cc1	-0.8	3	-7	-7	-1	-6	2	4	-0.2
29	Fc1ccc(CNCc2ccc(Br)cc2)cc1	-0.4	49*	-24	0	-2	-3	8	17	0.3
30	Cc1ccc(SCc2ccc(C(=O)Nc3nccs3)o2)cc1	·	·	·	2	-13	-10	-3	6	0.0
31	Cc1nn(CC(=O)N(C)C2CCS(=O)(=O)C2)c(C)c1S(=O)(=O)N(C)C (configuration not stated)	-0.4	3	-4	-5	2	-29	5	2	0.0
32	Cc1ccccc1NC(=O)CSc1nc2ccccc2c2nc(CCn3c(C)nc4ccccc43)nn12	0.2	·	3	-2	-8	-6	-16	2	-0.4
33	CCc1ccc(NC(=O)c2ccc3c(c2)N(Cc2ccc(C)cc2)CCS3)cc1	0.4	·	-21	-2	2	19	-1	2	1.0
34	COc1ccc2c(c1)C(=O)c1ccccc1CO2	-0.6	12	3	0	2	-7	6	2	-0.8
35	COc1cccc(NC(=O)N2CCCc3ccccc32)c1	-1.2	13	11	-1	3	-16	3	1	-0.5
36	O=C(N/N=C/c1cc([N+](=O)[O-])ccc1O)C1CCCCC1	1.8	-3	5	-2	0	-2	-1	3	0.1
37	CCc1nc(NCc2ccco2)c2oc3ccccc3c2n1	-0.5	23	7	4	-2	-1	1	3	-1.2
38	Cc1cccc(C)c1NC(=O)CCS(=O)(=O)c1ccc2c(c1)n(C)c(=O)c(=O)n2C	·	·	-4	-5	12	-36*	-6	3	1.5
39	CCOC(=O)c1c(CSc2ccccc2)oc2ccc(O)cc12	0.0	-4	-1	-2	8	-10	-2	1	0.5
40	O=C(NCCCl)Nc1ccccc1OCCOc1ccccc1NC(=O)NCCCl	1.1	-11	5	·	10	-1	-3	5	-1.4
41	CNC(=O)c1c(NC(=O)c2cc(=O)c3ccccc3o2)sc2c1CCC2	0.8	·	-7	0	·	6	-19	1	0.4
42	COc1cc(Nc2c3ccccc3nc3ccccc23)cc(OC)c1OC	-0.7	14	-6	-1	-14	6	2	3	-2.5
43	Cn1c2ccccc2c(=O)c2ccc(-c3ccc4c(c3)OCO4)cc21	0.3	18	1	-8	·	-48*	-6	1	-1.1
44	O=C(c1ccccc1Sc1ccccc1[N+](=O)[O-])N1CCCCC1	1.0	5	21	6	7	-6	10	1	-0.2
45	O=C(CN1C(=O)NC2(CCCC2)C1=O)OCc1c(F)cccc1Cl	0.0	-8	-7	3	0	-12	3	3	-0.4
46	Cc1cccc(N2CCN(C(=O)C3CCN(Cc4nc(-c5ccc(Cl)cc5)oc4C)CC3)CC2)c1C	-0.7	·	1	-4	-3	-18	0	0	0.5
47	COCCOC(=O)c1c(C)oc2cc(Br)c(OCC(N)=O)cc12	2.8	4	-4	-13	-15	-15	4	-1	0.2
48	O=C(Nc1ccc(CN2CCOCC2)cc1)c1ccc(-c2ccc(Cl)cc2Cl)o1	·	·	·	-7	4	3	0	3	-0.2
49	Cc1ccccc1C(=O)NNC1CC(=O)N(c2ccc3c(c2)OCCO3)C1=O (configuration not stated)	0.0	-18	-1	11	4	-5	3	2	-0.2
50	C[C@H](N)C(=O)OCc1ccc([N+](=O)[O-])cc1	1.0	3	-4	3	1	-11	12	1	0.0

Quoted at random: 2 records from the list, in no set order.
No.	Molecule	D2 ag	D2 antag	D2 potentiator	D1 potentiator	RXFP1 antagonist	D1 antag	TRHR enhancer	D1 agonist	TRHR agonist
40	O=C(NCCCl)Nc1ccccc1OCCOc1ccccc1NC(=O)NCCCl	1.1	-11	5	·	10	-1	-3	5	-1.4
45	O=C(CN1C(=O)NC2(CCCC2)C1=O)OCc1c(F)cccc1Cl	0.0	-8	-7	3	0	-12	3	3	-0.4

(next part)
No.	Molecule	D2 ag	D2 antag	D2 potentiator	D1 potentiator	RXFP1 antagonist	D1 antag	TRHR enhancer	D1 agonist	TRHR agonist
51	CCN(CC)CCN(C(=O)c1ccc(C(=O)c2ccccc2)cc1)c1nc2c(OC)cccc2s1	0.5	-9	-15	1	-1	-15	1	1	-0.1
52	Cc1cc(OCC(=O)N2CCN(c3ccccn3)CC2)c(C)cc1Br	0.0	8	11	-4	-15	-9	-7	3	-0.3
53	O=C(CCc1ccccc1)NNC(=O)C12CC3CC(CC(C3)C1)C2	0.3	18	-5	-2	-16	-11	2	3	-0.1
54	O=C(OCn1nnc2ccccc2c1=O)c1ccc2ccccc2n1	-0.1	4	-4	0	-2	-3	4	1	0.0
55	COc1ccc(-c2nnn(CC(=O)Nc3ccc4c(c3)OCCO4)n2)cc1OC	1.0	-9	8	0	-1	-2	13	3	0.6
56	Cc1nc(N)ncc1Sc1ccccc1	-0.1	8	-8	3	-8	-8	0	2	-0.1
57	CCCC(=O)Nc1nnc(S(=O)(=O)N(C)Cc2ccc(Cl)cc2)s1	0.7	·	5	0	-8	0	-3	1	0.2
58	CC1CCN(C(=O)CCCOc2cc(=O)n(C)c3ccccc23)CC1	-2.2	-13	11	2	2	0	13	5	-0.2
59	Nc1ccc(C(=O)c2ccccc2C(=O)O)cc1Cl	0.6	-17	-13	-2	5	-4	-3	2	0.5
60	O=C(NCc1cccc(Cl)c1)c1ccc2c(c1)OCCO2	0.1	29	2	-7	2	5	-8	2	-0.7
61	O=C(COC(=O)/C=C/c1ccc2c(c1)OCO2)Nc1ccc(S(=O)(=O)N2CCCC2)cc1	0.8	2	10	-5	-14	-2	-13	10	0.9
62	Nc1ccc2c(c1)N1CCN=C1S2	-0.3	3	3	-6	10	-9	0	1	0.4
63	CCC(C)NC(=O)CSc1nc2cc3c(cc2c(=O)n1CCCCCC(=O)NCc1ccc(OC)cc1)OCO3 (configuration not stated)	-0.3	·	7	6	-13	12	1	2	-0.5
64	O=C1NN(c2ccccc2)C(=O)/C1=C\c1ccccc1OCC(=O)N1CCOCC1	0.6	0	5	-6	-10	-3	6	1	0.1
65	NS(=O)(=O)c1ccc(CCNC(=O)CCCCCn2c(=O)[nH]c3ccccc3c2=O)cc1	0.3	·	16	-2	-8	5	9	4	0.4
66	N#Cc1ccc(CSc2ccc(S(=O)(=O)N3CCCC3)cn2)cc1	-0.8	30*	0	·	-1	-27	-9	14	-0.2
67	Clc1ccc(-c2nc(Cc3ccccc3)no2)cc1	0.8	0	21	5	-8	1	5	5	0.0
68	COC(=O)c1ccccc1N/C=C/C(=O)c1ccc(Br)cc1	0.5	-9	-10	-6	-12	4	-4	3	1.5
69	O=C(C[n+]1ccccc1)N/N=C/c1c(F)cccc1Cl	0.1	11	3	-5	3	8	4	0	0.5

Given with two lines to a compound: entries from further up
Below each SMILES – D2 ag | D2 antag | D2 potentiator | D1 potentiator | RXFP1 antagonist | D1 antag | TRHR enhancer | D1 agonist | TRHR agonist
65) NS(=O)(=O)c1ccc(CCNC(=O)CCCCCn2c(=O)[nH]c3ccccc3c2=O)cc1
 : 0.3 | · | 16 | -2 | -8 | 5 | 9 | 4 | 0.4
66) N#Cc1ccc(CSc2ccc(S(=O)(=O)N3CCCC3)cn2)cc1
 : -0.8 | 30* | 0 | · | -1 | -27 | -9 | 14 | -0.2
67) Clc1ccc(-c2nc(Cc3ccccc3)no2)cc1
 : 0.8 | 0 | 21 | 5 | -8 | 1 | 5 | 5 | 0.0
68) COC(=O)c1ccccc1N/C=C/C(=O)c1ccc(Br)cc1
 : 0.5 | -9 | -10 | -6 | -12 | 4 | -4 | 3 | 1.5
69) O=C(C[n+]1ccccc1)N/N=C/c1c(F)cccc1Cl
 : 0.1 | 11 | 3 | -5 | 3 | 8 | 4 | 0 | 0.5
